# MITF inh – MITF inhibitors, primary screen, biochemical, AlphaScreen, human. Microphthalmia-associated transcription factor (Homo sapiens), O75030. AlphaScreen MITF homodimerization, bead proximity signal. inhibition, % at 2.6 µM. hit rate 0.91% among 650,000. AID 1259374, 2018; in the data active = inhibition above about 50%;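 also: 0% = vehicle wells with protein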
# Target sequence (O75030 whole entry, looked up): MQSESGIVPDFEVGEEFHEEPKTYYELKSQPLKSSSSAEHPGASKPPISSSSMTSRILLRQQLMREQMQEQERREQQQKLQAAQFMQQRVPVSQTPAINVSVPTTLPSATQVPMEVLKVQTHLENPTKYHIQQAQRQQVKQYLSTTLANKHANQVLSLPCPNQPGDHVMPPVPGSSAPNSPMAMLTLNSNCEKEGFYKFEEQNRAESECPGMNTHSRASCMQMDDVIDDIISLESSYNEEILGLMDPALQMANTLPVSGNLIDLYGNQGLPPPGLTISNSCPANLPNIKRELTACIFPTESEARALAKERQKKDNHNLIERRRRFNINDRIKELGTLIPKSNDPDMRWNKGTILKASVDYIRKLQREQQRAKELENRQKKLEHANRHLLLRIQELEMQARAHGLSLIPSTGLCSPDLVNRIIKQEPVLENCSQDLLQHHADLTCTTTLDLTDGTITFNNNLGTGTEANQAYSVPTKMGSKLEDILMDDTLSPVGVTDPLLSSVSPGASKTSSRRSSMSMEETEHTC
# GPR151 activ – activators of human GPR151, primary screen, cell-based, PathHunter beta-arrestin, luminescence. PathHunter beta-arrestin GPR151 cells. AID 1508602, 2020. hit rate 1% among 650,000. activation, % at 11.2 µM; in the data active = activation above about 4.9%;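 also: 0% = median of compound wells and 100% = cells with positive control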
# Target sequence (Q8TDV0 whole entry, looked up): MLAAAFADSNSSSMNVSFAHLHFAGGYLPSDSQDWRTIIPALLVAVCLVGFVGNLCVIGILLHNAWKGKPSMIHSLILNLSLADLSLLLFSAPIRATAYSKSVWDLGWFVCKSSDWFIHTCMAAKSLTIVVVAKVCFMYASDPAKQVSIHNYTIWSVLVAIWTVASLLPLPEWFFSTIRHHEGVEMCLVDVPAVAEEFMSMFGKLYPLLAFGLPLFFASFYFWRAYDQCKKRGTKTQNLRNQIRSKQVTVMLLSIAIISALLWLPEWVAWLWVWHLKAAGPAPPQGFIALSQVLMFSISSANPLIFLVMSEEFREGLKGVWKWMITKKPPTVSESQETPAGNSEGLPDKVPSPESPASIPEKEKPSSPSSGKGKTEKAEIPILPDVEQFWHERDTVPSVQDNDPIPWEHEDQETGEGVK
# FBW7 activator – FBW7 E3 ligase activators, primary screen, biochemical, AlphaScreen, human; AlphaScreen FBW7–phospho-cyclin E peptide binding, activator screen; normalized activity (activation), % at 26.1 µM; F-box/WD repeat-containing protein 7 (Homo sapiens), Q969H0; AID 1259310, 2017; hit rate 0.13% among 650,000; in the data active = normalized activity above about 1.9%;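 also: purified mutant Fbw7 with reduced substrate affinity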
# TEAD-YAP block – TEAD-YAP interaction inhibition, primary screen, TEAD-YAP interaction inhibitor project, luminescence, HEK-TIYL cells | inhibition, % at 9.12 µM | TEAD-Gal4/YAP UAS-luciferase luminescence | hit rate 1.4% among 640,000; in the data active = inhibition above about 32%;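 also: 0% = median of test compound wells and 100% = reference inhibitor wells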
# An asterisk follows results filed as active; & = joins results of further samples.
molecule	MITF inh	GPR151 activ	FBW7 activator	TEAD-YAP block
Cc1ccc(-c2csc3ncn(CC(=O)NC4CCCCC4)c(=O)c23)cc1	3	-0.7	-0.1	7
CCn1c(C)cc(/C=C(/C#N)c2nc3ccccc3[nH]2)c1C	-3	0.6	0.1	31
COc1ccc(C(=O)O/N=C(\N)c2cccc([N+](=O)[O-])c2)cc1	-8	-0.5	-0.1	-6
Cc1cc(C)cc(C2CC(C)(O)CC(c3cc(C)cc(C)c3)S2)c1 (centres undefined)	15	3.1	0.1	1
CCOC(=O)C1CCN(c2ccc3ccccc3n2)CC1	40	-6.1	-0.1	-22
O=C(c1cccc(F)c1)N(c1ccc(Br)cc1)C1C=CS(=O)(=O)C1 (centres undefined)	-3	-0.1	-0.1	-3
O=C(Nc1ccccc1C(=O)O)c1ccc(CSc2ccccc2)o1	-1	-4.0	-0.2	-75
COc1ccc(S(=O)(=O)N/N=C/c2c(C)[nH]c3ccccc23)cc1	15	1.3	-0.1	3
CCN(Cc1ccncc1)C1CCC(=O)N(Cc2ccccc2C)CC1 (centres undefined)	2	0.2	0.1	4
O=C(NCC1CCN(CC2CCCCC2)CC1)c1cnccn1	-3	-1.0	-0.1	-6
CCCC(=O)Nc1ccc(NC(=O)c2cc([N+](=O)[O-])ccc2Br)cc1	13	-0.7	0.3	17
Cc1c(C(=O)N2CCN(C)CC2)sc2ncnc(N3CCOCC3)c12	4	2.4	-0.2	7

# By substructure: those above with an NH in an aromatic ring.
molecule	MITF inh	GPR151 activ	FBW7 activator	TEAD-YAP block
CCn1c(C)cc(/C=C(/C#N)c2nc3ccccc3[nH]2)c1C	-3	0.6	0.1	31
COc1ccc(S(=O)(=O)N/N=C/c2c(C)[nH]c3ccccc23)cc1	15	1.3	-0.1	3

# The main list resumes with the two entries that preceded the break.
molecule	MITF inh	GPR151 activ	FBW7 activator	TEAD-YAP block
CCCC(=O)Nc1ccc(NC(=O)c2cc([N+](=O)[O-])ccc2Br)cc1	13	-0.7	0.3	17
Cc1c(C(=O)N2CCN(C)CC2)sc2ncnc(N3CCOCC3)c12	4	2.4	-0.2	7
CN(CCC1CCCCO1)C(=O)CCc1nnc(CCCCc2ccccc2)o1 (centres undefined)	5	0.9	0.1	-15
COc1ccc(C(=O)Nc2ccc(F)cc2F)cc1[N+](=O)[O-]	-3	-0.4	0.0	-12
Cc1nc2nc(C(F)(F)F)[nH]n2c(=O)c1Cc1ccccc1	-3	8.1*	0.3	-2
CCOC(=O)C1=C(N)Oc2cc(C)oc(=O)c2C1c1ccccc1F (centres undefined)	4	-0.5	0.1	8
Cc1ccc(N2C(=O)c3cccc4c(N)ccc(c34)C2=O)c2cccnc12	7	0.9	0.2	63*
CCC(COC)NC1CCN(c2nc(C)c3ccc(OC)cc3n2)CC1 (centres undefined)	0	-0.7	-0.1	-9
Cc1ccc(CSc2nc3c(cnn3-c3ccc(F)cc3)c(=O)[nH]2)cc1	2	2.0	-0.1	-6
Cc1cc(C)c2c(c1)-c1c(ssc1=S)C(C)(C)N2C(=O)COc1nc2ccccc2s1	-6	0.3	-0.2	-4
CCOC(=O)c1ccc(NC(=O)CSc2nnnn2-c2c(C)cc(C)cc2C)cc1	11	-0.1	-0.1	16
COC(=O)c1cc(CNC(=O)[C@@H]2C[C@@H]3C=C[C@H]2C3)cc(NC(=O)C2CCCCC2)c1	-16	0.7	0.0	-9
CCn1c(-c2ccccc2)nn(CN2CCOCC2)c1=S	10	0.5	0.5	-8
O=c1[nH]c(SC/C=C/c2ccccc2)nc2sc3c(c12)CCC3	-4	0.3	0.0	-1
COC(=O)c1cc(OC)c(OC)cc1NC(=O)COc1ccc(C)cc1Br	8	-1.0	-0.2	-1
COC(=O)CN1C(=O)S/C(=C/c2cccc([N+](=O)[O-])c2O)C1=O	14	5.3*	0.0	4
COc1ccc(C2C(C(=O)NCCN3CCOCC3)c3cc(OC)c(OC)cc3C(=O)N2C)cc1OC (centres undefined)	4	-0.4	0.1	-8
COc1ccccc1N1CCN(C(=O)COc2ccc(C)cc2)CC1	-3	1.1	-0.1	7
Cc1ccc(O)c(N=C2C(=O)Nc3ccccc32)c1	2&-7	2.8&2.2	0.2&-0.1	-28&-69
C[C@H](NC(N)=O)C(=O)OCC(=O)Nc1ccc(N=Nc2ccccc2)cc1	11	1.6	0.0	-53
O=S(=O)(c1ccccc1C(F)(F)F)N1c2cccc3cccc(c23)S1(=O)=O	-3	-0.3	-0.2	-12
Cc1cccc2nc(CSc3nc4cc([N+](=O)[O-])ccc4o3)c(Br)n12	10	-0.9	0.0	1
CCOC(=O)c1cnc2c(C)c(C)ccc2c1NCCN1CCOCC1	8	0.4	0.2	0
Cc1sc2c(c1C)c(=O)nc1n2Cc2ccccc2-1	19	1.2	0.3	-1
N#CC1=C(N)Oc2n[nH]c(-c3ccccc3)c2C1c1ccccc1OC(=O)N1CCOCC1 (centres undefined)	22	0.8	0.3	-4
CCc1nn(CC(=O)N2CCC(C)CC2)c(=O)c2cc3oc(C)cc3n12	15	-1.0	0.4	2
O=C(CCCOc1ccccc1)Nc1nccs1	9	3.2	0.6	3
O=C(c1cccs1)N1CCN(Cc2cccc(Br)c2)CC1	37	1.6	0.0	10
O=C(Nc1nc(-c2cc3ccccc3oc2=O)cs1)c1ccc([N+](=O)[O-])cc1[N+](=O)[O-]	-9	-0.3	0.1	5
COc1ccccc1C1(NC(=O)c2ccc(S(=O)(=O)N3CCOCC3)cc2)CCCC1	-10	1.7	0.0	-1
CNc1ncnc2c1ncn2[C@H]1C[C@H](OP(=O)(O)O)[C@@H](COP(=O)(O)O)O1	19	1.1	0.1	7
CC(C)(C)c1ccc(-c2nc3sc4c(c3c(=O)o2)CCC4)cc1	-2	-0.5	-0.1	1
CN1C(=O)C(C)(C)COc2cc(NC(=O)NCc3cccc4ccccc34)ccc21	-3	0.0	0.0	10
Cc1ccccc1C1(CC(=O)N(C)Cc2ccccc2)CC(=O)N(C2CCCC2)C1=O (centres undefined)	2	-0.7	0.9	-65
Fc1ccc(-c2[nH]ncc2CNCCc2cccs2)cc1	2	-0.4	0.0	-12
COc1ccc(N2C(=O)c3ccc(C(=O)N4CCC(C)CC4)cc3C2=O)cc1	-6	3.9	0.1	-6
COC(=O)C1=C(C)OC(N)=C(C#N)C1c1ccccc1C (centres undefined)	4	0.1	0.2	-5
Cc1ccc(-c2noc(CCC(=O)Nc3ccc(F)cc3Cl)n2)cc1	-5	0.2	-0.1	-5
C=CCn1c(CNC(=O)c2ccc(Cl)cc2)n[nH]c1=S	3	-0.3	-0.1	0
CCOC(=O)c1ccc(N=C2SC(C(=O)O)CC(=O)N2C)cc1 (centres undefined)	1	0.0	0.0	-2
CN(C)Cc1c(C(=O)N/N=C/c2ccc(F)cc2)nnn1-c1nonc1N	0	0.0	-0.1	-8
CCn1cc(CNc2nc(C)c(-c3ccn(-c4ccccc4)n3)s2)c(C)n1	26	3.1	-0.2	5
CC(C)(C)OC(=O)NNC(=O)c1cccc(Cl)c1	-8	0.4	0.1	-8
O=C(CN(C1CC1)S(=O)(=O)c1ccc(S(=O)(=O)NC2CC2)cc1)Nc1ccccc1	-2	0.5	0.5	-5
CC(C1COc2ccccc2O1)N1C(=O)CCC1=O (centres undefined)	-10	-0.2	0.0	5
O=C(CCc1nc2ccccc2[nH]c1=O)OCC(=O)c1ccc(Cl)cc1	-9	-0.9	-0.1	-10
COc1ccc(C(=O)CSc2nnnn2C)c(OC)c1	26	-1.3	1.1	-1
Cc1ccc(C)c(S(=O)(=O)/N=C2\C=CC(=O)C(Cl)=C2)c1	14	-0.5	0.0	4
N#Cc1ccc(NC(=O)COc2ncnc3ccccc23)cc1	11	-0.2	0.2	3
Cc1ccc(Nc2ncnc3sc4c(c23)CCCC4)cc1	17	20*	0.1	5

# Part of the list above, field by field:
SMILES: N#Cc1ccc(NC(=O)COc2ncnc3ccccc23)cc1
  MITF inh: 11
  GPR151 activ: -0.2
  FBW7 activator: 0.2
  TEAD-YAP block: 3
SMILES: Cc1ccc(Nc2ncnc3sc4c(c23)CCCC4)cc1
  MITF inh: 17
  GPR151 activ: 20*
  FBW7 activator: 0.1
  TEAD-YAP block: 5

# Further records.
molecule	MITF inh	GPR151 activ	FBW7 activator	TEAD-YAP block
Cc1cc(C)cc(CN2CCN(Cc3nc(-c4ccccn4)no3)CC2=O)c1	2	0.0	0.1	4
Cn1c2c(c(=O)n(C)c1=O)C(c1ccccc1OC(F)F)C1=C(CCCC1=O)N2 (centres undefined)	1	-0.4	0.0	-1
COc1cc(NC(=O)CCN2CCN(c3ccccc3OC)CC2)cc(OC)c1	-2	0.3	-0.3	9
CC(C)CN(CC(C)C)C1=CC(=O)OC12CCCCC2	0	1.2	0.0	11
COc1ccc(Nc2nc(Nc3ccc(OC)c(OC)c3)nc(N3CCOCC3)n2)cc1	9	2.1	-0.1	2
COc1ccc(C(=O)Nn2cnc3ccccc3c2=O)cc1Br	4	-0.2	0.0	-4
O=C1CCCC2=C1C(c1ccc(Cl)c(Cl)c1)Nc1ccc(C(=O)c3ccccc3)cc1N2 (centres undefined)	4	-0.4	-0.1	50*
COc1cccc(C(=O)NCc2nc(-c3cccc(C)c3)no2)c1OC	-1	-1.7	-0.1	-3
COC(=O)/C=C(C(=O)OC)/C(C(=O)OC)=C1\Nc2ccccc2NC1=O	-5	1.7	-0.1	9
CN(C)CCNC(=O)C1CCN(S(=O)(=O)N2CCCCC2)CC1	-7	1.1	0.1	1
COc1cc(NC(=O)c2cccc(NC3=NC4CS(=O)(=O)CC4S3)c2)cc(OC)c1 (centres undefined)	-3	-0.1	-0.2	-10
O=C(Nc1nc(-c2ccncc2)cs1)c1cccc(Oc2ccccc2)c1	-5	0.8	-0.3	-2
O=C(OCCCc1nc2ccc([N+](=O)[O-])cc2[nH]1)c1ccc([N+](=O)[O-])cc1	9	-1.0	0.1	3
CC(=N/N=C/c1cccc(/C=N/N=C(C)\C(C)=N\O)c1)/C(C)=N/O	4	-0.9	0.2	-25
COCCNC(=O)C(=O)Nc1cccc(F)c1	2	1.9	0.0	-58
COc1ccc(-c2c(N(C)c3ccc(C)cc3)c(=O)c2=O)cc1	6	-1.8	0.6	-5
CC(=O)c1cnc(SCC(=O)O)nc1C	-2	0.3	-0.2	0
CCOC(=O)CSc1nnnn1-c1cccc2ccccc12	2	1.7	0.1	3
COc1cc(-c2cn[nH]c2)cc2c(=O)[nH]c(C3COc4ccc(C)cc4C3)nc12 (centres undefined)	10	5.6*	0.3	7
CCOC(=O)c1ccc(N2C(=O)CC(NCc3ccc(Cl)cc3Cl)C2=O)cc1 (centres undefined)	2	-1.9	0.3	2
CCOC(=O)c1cnc2ccccc2c1Nc1ccc2c(c1)OCCO2	11	-1.2	-0.4	-7
Cc1[nH]c2ccc(OCc3ccccc3)cc2c1CCNC(=O)c1cccc(Br)c1	0	0.1	-0.1	-6
CCOc1ccc(N(C(C)C(=O)NCc2ccc(OC)cc2)S(C)(=O)=O)cc1 (centres undefined)	16	-0.4	0.4	14
CCOC(=O)C1=C(C)N(C)C(=O)NC1c1ccc(OCc2ccccc2)cc1 (centres undefined)	5	-1.1	-0.2	-9

# 3 structures from above, sorted by SMILES length, falling.
molecule	MITF inh	GPR151 activ	FBW7 activator	TEAD-YAP block
CC(=N/N=C/c1cccc(/C=N/N=C(C)\C(C)=N\O)c1)/C(C)=N/O	4	-0.9	0.2	-25
Cc1ccc(CSc2nc3c(cnn3-c3ccc(F)cc3)c(=O)[nH]2)cc1	2	2.0	-0.1	-6
COc1ccc(S(=O)(=O)N/N=C/c2c(C)[nH]c3ccccc23)cc1	15	1.3	-0.1	3

# Following part
molecule	MITF inh	GPR151 activ	FBW7 activator	TEAD-YAP block
Cc1ccc(Cl)cc1N1COc2ccc3ccccc3c2C1	9	-2.2	0.4	10
CCN(CC)C(=O)/C(=C/c1cccc([N+](=O)[O-])c1)NC(=O)c1ccc(C)cc1	-3	-1.3	-0.2	2
Cn1nnnc1SCC(=O)Nc1ccc(Oc2ccc(Cl)cc2)cc1	-10	-1.5	-0.2	6
Cc1ccc2oc(-c3cc(NC(=O)c4oc5ccccc5c4C)ccc3Cl)nc2c1	5	-0.5	-0.2	14
COc1ccc(C(=O)Nc2cc(C)cn(Cc3c(F)cccc3Cl)c2=O)cc1	-13	0.6	0.9	12
N#Cc1c(-n2ncnc2-c2ccccc2)sc2c1CCCC2	-15	1.1	-0.2	-3
CN(CC1CCCCO1)C(=O)c1cc(COc2ccc(F)cc2Cl)on1 (centres undefined)	-15	-0.2	-0.1	-6
CC(C)C(NC(=O)C(C)N(c1ccccc1)S(C)(=O)=O)C(C)C (centres undefined)	-3	-1.7	-0.1	-7
Cc1cc(=O)[nH]c(SCCOc2ccccc2CO)n1	7	0.9	0.9	-7

# Random draw from the library (roughly 3.4% active in at least one column).
